Screens from PubChem BioAssay.
AMA1 RON2 block = AMA1-RON2 (P. falciparum) interaction inhibition; Potency, µM (highest dose often 58.2 µM), inactives show at the highest dose activity change, negative = inhibition, hits mostly inhibitors; AID 720542; AlphaScreen AMA1-biotinylated RON2 peptide binding; 0.2% of 360,000 active;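 also: potency is read from the fitted curve at half-maximal effect; 0% = vehicle wells and -100% = peptide control; nearly all actives have a fitted effect of over 45% in size; some results filed as inactive show a strong effect at the top dose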
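AMA1 (3D7) with his tag at 25 nM final met compounds first, then biotinylated RON2 peptide at 25 nM; detection used donor plus acceptor beads, 10 µg/mL apiece, read by AlphaScreen after 30 min at room temperature.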
AmpC inh detg = inhibitors of E. coli AmpC beta-lactamase with detergent | P00811 | AmpC hydrolysis of nitrocefin, absorbance 480 nm, 0.01% Triton | Potency, µM (highest dose often 114 µM), inactives show top-dose activity change, negative = inhibition, usual class: inhibitors | 0.041% of 370,000 active | AID 485294;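 also: potency is read from the fitted curve at half-maximal effect; 0% = no-compound wells and -100% = no-enzyme wells; nearly all actives have a fitted effect of over 25% in size; some results filed as inactive show a strong effect at the top dose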
Target sequence (P00811 whole entry, looked up): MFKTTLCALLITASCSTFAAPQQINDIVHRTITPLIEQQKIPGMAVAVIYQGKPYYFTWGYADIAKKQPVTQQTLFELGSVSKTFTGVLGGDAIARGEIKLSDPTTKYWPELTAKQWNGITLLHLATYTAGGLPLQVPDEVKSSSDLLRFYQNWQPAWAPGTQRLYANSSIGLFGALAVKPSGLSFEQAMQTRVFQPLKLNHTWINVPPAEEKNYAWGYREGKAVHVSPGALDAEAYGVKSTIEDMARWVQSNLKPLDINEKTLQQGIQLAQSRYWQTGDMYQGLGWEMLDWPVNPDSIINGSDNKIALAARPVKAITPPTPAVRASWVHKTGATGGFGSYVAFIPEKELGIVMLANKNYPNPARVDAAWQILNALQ
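20 mM phosphate pH 7.0 + 0.01% (detergent screen) or 0.0001% Triton X-100; 5.3 nM AmpC reagent; cpd preinc 15 min RT; nitrocefin (800 uM stock) to start; A480 q20 s × 4 min; Activity was normalised to no-enzyme and no-compound control wells.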
Sm TGR inh = S. mansoni TGR enzyme inhibition; 3% of 360,000 active; purified TGR, DTNB reduction, TNB absorbance 405 nm; Q962Y6; Potency, µM (titrated, usually from 114 µM), without a hit: top-dose activity change, negative = inhibition, hits mostly inhibitors; also: potency is read from the fitted curve at half-maximal effect; nearly all actives have a fitted effect of over 60% in size
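First, TGR (20 nM dispensed) and NADPH were mixed with compound. Second, a 15 min room-temperature incubation followed. Third, further NADPH and then DTNB were added to start the reaction. Finally, TNB absorbance was monitored kinetically.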
HCMV antiviral = blocks human cytomegalovirus replication; 4.5% of 410,000 active; activity change, negative = inhibition, % at 57.5 µM; HFF cells, HCMV-luciferase reporter, 72 h; hits give low values; in the data active = activity change below about -60%; inconclusive = no clear call, values can overlap the other calls; inactive = above about -39%
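Compounds were evaluated in HFFs infected with an HCMV luciferase reporter virus (MOI 1 PFU/cell). Luciferase in lysates collected 72 h post infection served as the replication measure.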
Giardia FBPA inh = blocks Giardia fructose-bisphosphate aldolase activity; Potency, µM (titrated, usually from 59.6 µM), inactives show top-dose activity, negative = inhibition, usual class: inhibitors; AID 2451; 0.71% of 290,000 active; purified Giardia FBPA; also: potency is read from the fitted curve at half-maximal effect; nearly all actives have a fitted effect of over 55% in size
Target sequence (A8B2U2 whole entry, looked up): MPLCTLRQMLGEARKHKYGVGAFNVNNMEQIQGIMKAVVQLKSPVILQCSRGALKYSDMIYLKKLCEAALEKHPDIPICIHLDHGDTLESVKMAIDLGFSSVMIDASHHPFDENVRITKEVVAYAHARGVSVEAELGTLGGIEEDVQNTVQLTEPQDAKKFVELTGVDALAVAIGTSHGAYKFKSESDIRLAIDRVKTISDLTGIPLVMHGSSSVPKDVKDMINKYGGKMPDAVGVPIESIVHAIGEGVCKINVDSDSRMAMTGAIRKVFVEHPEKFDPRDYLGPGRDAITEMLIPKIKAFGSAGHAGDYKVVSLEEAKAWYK
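Giardia FBPA (40 nM reagent) was preincubated 10 min at RT with compound (up to 57.5 uM final), then substrate plus GAPDH/TPI/NAD/arsenate coupling system with diaphorase/resazurin was added; resorufin fluorescence (525/598 nm) was read after 20 min.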
HCV inh = HCV inhibition. Huh7.5.1 HCVcc-Cre infection, luciferase reporter, 44 h. AID 651820. Potency, µM (top dose mostly 41.8 µM), for the others: at the top dose activity change, negative = inhibition, hits mostly inhibitors. 3.4% of 340,000 active; also: potency is read from the fitted curve at half-maximal effect
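Antiviral activity was scored by luciferase reporter output from cells infected with HCVcc-Cre (~0.5 moi) in presence of compound, 44 h infection period, cells seeded 1,000/well 4 h prior.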
* = called active by the depositor; ? = inconclusive; . = not tested or not shown; & = joins results of further samples; [ ] = remark or other dose. Unless noted, calls follow the shape of the dose curve; as a rule, active = well fitted curve in the direction sought with a large enough effect; inconclusive = small, poorly fitted or top-dose-only effect, or another doubt; inactive = no such curve, though single readings can be large; an effect the other way counts as inactive or inconclusive. Unless noted, % is scaled to controls: 0 for no effect and ±100 for the full control effect.

SMILES | AMA1 RON2 block | AmpC inh detg | Sm TGR inh | HCMV antiviral | Giardia FBPA inh | HCV inh
COc1cc(OC)c(C(=O)Nc2cc(S(=O)(=O)N3CCOCC3)ccc2N2CCN(C)CC2)cc1OC | -1% | . | . | 0 | . | -27%
Cc1cc(C)n(Cc2ccc(NC(=O)c3c([N+](=O)[O-])c(C)nn3C)cc2)n1 | 1% | -7% | -14% | -34 | -1% | -26%
C#CCOc1c(Cl)cc(/C=N/NC(N)=S)cc1OCC | 54%[activator] | ? | 2% | ? | -9% | ?
O=C(O)CN1C(=O)/C(=C2\SC(=S)N(C(Cc3ccccc3)C(=O)O)C2=O)c2ccccc21 (stereo not given) | -3% | ? | -12% | 50 | -3% | 14%
Cc1cccc(S(=O)(=O)Nc2ccncc2)c1 | 10% | -8% | 6% | 2 | 1% | 17%
Cc1cc([N+](=O)[O-])cnc1NC(C)c1ccccc1 (stereo not given) | -9% | -15% | 0% | 12 | -15% | -19%
CSc1ccccc1OCc1cc(C(=O)N2CCC(Oc3cccnc3)CC2)no1 | . | -7% | -1% | ? | 6% | .
O=C(Nc1ccc(C(F)(F)F)cc1)C1CCC(CNS(=O)(=O)c2cccc3nsnc23)CC1 (stereo not given) | . | 3% | 2% | -7 | . | .
NS(=O)(=O)c1cccc(NS(=O)(=O)c2ccc(/C=C/C(=O)OCC(=O)c3ccccc3)cc2)c1 | -1% | -14% | 13% | 46 | 0% | 20%
Cc1cc2oc(C(=O)Nc3sc4c(c3C(=O)NCC3CCCO3)CCCC4)cc(=O)c2cc1C (stereo not given) | . | 2% | -18% | -4 | . | .
COc1ccc(N2CCN(C(=O)c3c(-c4ccccc4)noc3C)CC2)cc1 | -17% | -5% | -13% | 41 | -9% | -1%
O=C(COc1ccccc1)Nc1c2c(nn1-c1ccccc1)CS(=O)(=O)C2 | -4% | -3% | -3% | 0 | . | -1%
O=C(c1ccc2c(c1)OCCO2)N1CCN(Cc2ccccc2)CC1 | -18% | 5% | 25% | 63 | -3% | 9%
CC(C)C(=O)NC(Nc1ccccc1F)C(Cl)(Cl)Cl (stereo not given) | 3% | -14% | 2% | -24 | 1% | 10%
CC(C)[C@H](NC(=O)C1CCCC1)c1nc2ccccc2[nH]1 | -6% | 1% | 0% | 7 | -2% | 20%
C[C@]12CCC3C(CC[C@H]4CC(O)CC[C@]34C)C1CC/C2=N/NC(=O)c1ccncc1 (stereo not given in full) | 85%[activator] | -8% | 15% | -37 | -4% | -26%
CN(C)CCN(C(=O)c1ccc(N2C(=O)CCC2=O)cc1)c1nc2cc3c(cc2s1)OCCO3 | . | 10% | 35µM* | 74 | -11% | .
COc1ccc(C2OCC3(CO2)SC(=O)NC3=O)cc1OC (stereo not given) | 0% | 4% | 8% | 18 | 0% | 13%
N/C(=N\OC(=O)Oc1ccccc1)c1ccc(Cl)cc1 | -9% | 2% | -13% | 38 | -1% | 13%
O=C(c1cc(-c2ccccc2O)on1)N1CCCC1 | -2% | ? | -32% | 98 | 0% | 6%
CC(C)OCCCNC(=O)COc1ccc2oc3c(c2c1)CCCC3 | 3% | 7% | 2% | 10 | . | -13%
CN(C(=O)CSc1nnc(COc2ccccc2)o1)c1ccccc1 | . | -11% | -23% | -16 | . | .
COc1ccc(NC(=O)C2C3CCC(O3)C2C(=O)O)c(C)c1 (stereo not given) | -1% | ? | 7% | 20 | -6% | -4%
C#CCOCCOCCOCCNc1nc(N2CCN(C(=O)[C@H](CCCCN)n3cc(CN)nn3)CC2)nc(N2CCN(C(=O)[C@H](CCC(=O)O)n3cc([C@@H](N)CCSC)nn3)CC2)n1 | 7% | . | . | 9 | . | 30%[activator]
Cc1ccc(Cl)cc1NC(=O)c1cnc(N2CCCCC2)c2ccccc12 | . | 6% | 2% | 5 | . | .

Full records, looked up by structure.
`O=C(Nc1ccc(C(F)(F)F)cc1)C1CCC(CNS(=O)(=O)c2cccc3nsnc23)CC1` (stereo not given) in the list: AMA1 RON2 block: .; AmpC inh detg: 3%; Sm TGR inh: 2%; HCMV antiviral: -7; Giardia FBPA inh: .; HCV inh: .
`C#CCOCCOCCOCCNc1nc(N2CCN(C(=O)[C@H](CCCCN)n3cc(CN)nn3)CC2)nc(N2CCN(C(=O)[C@H](CCC(=O)O)n3cc([C@@H](N)CCSC)nn3)CC2)n1` in the list: AMA1 RON2 block: 7%; AmpC inh detg: .; Sm TGR inh: .; HCMV antiviral: 9; Giardia FBPA inh: .; HCV inh: 30%[activator]

Additional records follow.
SMILES | AMA1 RON2 block | AmpC inh detg | Sm TGR inh | HCMV antiviral | Giardia FBPA inh | HCV inh
O=C(O)C1CCCCC1C(=O)Nc1ccc(S(=O)(=O)N2CCOCC2)cc1 (stereo not given) | ? | . | . | -3 | . | -2%
c1ccc(-c2cnnc3ccccc23)cc1 | -1% | -11% | -6% | -3 | . | 11µM*
Cc1nnc(SCC(=O)N2CCN(c3ccccc3)CC2)n1-c1ccccc1 | 11% | -9% | 13% | 8 | -20% | 5%
CC(C)CCNc1nc2c(-c3ccccc3)nnn2c2ccccc12 | . | 7% | 0% | 41 | . | .
Clc1ccc(CNCCCSc2ncccn2)cc1Cl | 8% | 5% | 1% | -4 | -10% | 9%
COc1ccc2cc(C(c3nnnn3Cc3ccccc3)N3CCCCCC3)c(=O)[nH]c2c1 (stereo not given) | 9% | -3% | 20µM* | -29 | -6% | ?
S=C1c2ccccc2CN1c1ccccc1 | 0%[2.32 µM] | -11% | -1% | 6 | -2% | 9%
Cc1oc(-c2ccccc2F)nc1CS(=O)CC(=O)NCc1ccccc1 (stereo not given) | -1% | ? | -20% | -10 | 5% | 1%
CCn1nc(C)cc1C(=O)Sc1cccc(Cl)c1 | -7% | -5% | 6.3µM* | ? | 1% | 3%
Cc1cc2c(cc1S(=O)(=O)NCc1ccc(N(C)C)cc1)OCC(=O)N2 | -5% | ? | -10%&-5% | 12&-3 | 14% | -11%
Cc1ccc(NC(=O)CCSc2nnc(-c3ccco3)o2)cc1 | -5% | ? | -15% | -12 | 1% | ?
COc1cccc(NC(=O)CSc2nnc(-c3cccs3)n2C)c1 | -1% | ? | -1% | -13 | 0% | 7%
CCOC(=O)c1c(S(=O)(=O)N2CCCC(C(=O)Nc3cccc(C)n3)C2)c(C)n(C)c1C (stereo not given) | -7% | 7%&5% | -22%&21% | 22&7 | . | 15%
Cc1cccc(CNC(=O)c2ccccc2NC(=O)C2=CSCCO2)c1 | 0% | 2% | 5% | 6 | . | -22%
O=C(Cn1cnc2c(nnn2Cc2ccc(F)cc2)c1=O)Nc1ccccc1 | 0% | 3% | 10% | -34 | 4% | -2%
C=CCNC(=S)NNC(=O)c1cc(C)nc2ccccc12 | 92%[activator] | ? | ? | 8 | -5% | -3%
N#C/C(=C\c1ccc(-c2ccc(Cl)c(C(=O)O)c2)o1)c1nc2ccccc2[nH]1 | . | 1% | -11% | 29 | . | .
CCNC(=O)c1ccccc1-c1nc(-c2ccccc2)no1 | 4% | 5% | 14% | -11 | 4% | -2%
Cc1ccc(-c2nc3ccccc3s2)cc1NC(=O)c1ccc2c(c1)OCO2 | -1% | 2% | -23% | -3 | 0% | ?
COc1ccc(C)cc1NC(=O)c1ccc2c(c1)C(=O)N(Cc1ccncc1)C2=O | 5% | -2% | -12% | -35 | . | 12%
O=C(COC(=O)Cc1ccccc1F)Nc1ccc2c(c1)OCO2 | -3% | -2% | -10% | 1 | -5% | -1%
Cn1c(=O)n(C)c2cc(CNCc3ccc(C(=O)O)cc3)ccc21 | . | 2% | 1% | 5 | . | .
O=C(CCCc1nc(-c2ccc(Cl)cc2)no1)NCc1ccco1 | . | 7% | 8% | -35 | . | .
CC1=C(C(=O)OCC2CCCO2)C(c2coc3ccc(C)cc3c2=O)C2=C(CCCC2=O)N1 (stereo not given) | -20% | -8% | 1% | -5 | 7% | 12%
O=C(Nc1ccc(Cl)cc1)N1CCSC1=NCc1ccccc1 | -4% | 4% | 0% | -31 | 0% | 13%
Other results follow:
SMILES | AMA1 RON2 block | AmpC inh detg | Sm TGR inh | HCMV antiviral | Giardia FBPA inh | HCV inh
Nc1ncc(-c2ccccc2)c(-c2ccc(O)cc2O)n1 | 6% | -7% | 0% | -61* | 13% | ?
OCC1OCOC2C(CO)OCOC12 (stereo not given) | -4% | . | . | -1 | . | 17%
COc1c2ccc(OCC/C(C)=C/C(=O)C=C(C)C)cc2nc2occc12 | -3% | . | . | -101* | . | 0%
CC(C)(C)OC(=O)N1CCC(C(=O)N[C@@H](Cc2c[nH]c3ccccc23)C(=O)O)CC1 | 9% | 5% | 1% | 3 | -5% | 8%
CC1(C)Cc2c(c(N3CCOCC3)nc3sc(-c4ccc(C(=O)O)o4)c(N)c23)CO1 | -6% | 0% | ? | -19 | ? | -28%
C=CCOc1c(Cl)cc(CNc2ccc(C)c(Cl)c2)cc1OC | . | -4% | 15% | . | -4% | .
Cc1cc(NC(=O)CCN2CC(C)OC(C)C2)ccc1Br (stereo not given) | 10% | 1% | -5% | -28 | ? | -7%
COc1cc2c3nc4n(c(=O)c3n(CC(=O)NCC3CCCO3)c2cc1OC)CCS4 (stereo not given) | -7% | 4% | 141%[activator] | -92* | 10% | 25%
CCCNC(=O)C(Cc1ccccc1C)NC(=O)c1ccc(C#N)cc1 (stereo not given) | 10% | -3% | 2% | 3 | . | 2%
COc1cc(C(C(=O)NC(C)(C)C)N(Cc2ccc3c(c2)OCO3)C(=O)c2cnccn2)cc(OC)c1OC (stereo not given) | 11% | 8% | 4% | -30 | -4% | 31%[activator]
C/C(=N\Nc1nc(C)cc(C)n1)c1ccc(C)o1 | 54%[activator] | -12% | 2% | ? | -27% | 7%
O=C(CN1CC(c2ccccc2)CC1=O)Nc1ccc2c(c1)OCO2 (stereo not given) | 9% | ? | -3% | 24 | -7% | 7%
Cc1oc(-c2ccc(Cl)cc2)nc1CN1CCCC(C(=O)NCc2ccc(Cl)cc2)C1 (stereo not given) | . | 9% | -1% | 6 | . | .
Cc1ccc(C(C)C)c(OC(=O)/C=C/c2ccccc2)c1 | 73%[activator] | -13% | -1% | 25 | 12% | -7%
CCCCCn1c(SCC(=O)OCC)nc2cc(C(=O)NCc3ccco3)ccc2c1=O | 8% | -9% | 0% | 7 | 1% | ?
CSc1ccc(CN2CCCC(CO)(Cc3ccccc3)C2)cc1 (stereo not given) | -9% | -4% | 4% | ? | -4% | -29%
COc1ccc(C(=O)Nc2ccc3nc(SCc4ccc(C)cc4)sc3c2)cc1 | . | 15% | 3% | -11 | . | .
COc1ccc([C@]23Cc4ccccc4C(O2)C2=C(O3)C(=O)c3ccccc3C2=O)cc1 | . | ? | 7.1µM* | . | -26%[12.9 µM] | .
N#C/C(=C\c1c(N2CCOCC2)nc2ccccn2c1=O)C(=O)NC1CCS(=O)(=O)C1 (stereo not given) | -9% | -1% | 11% | 65 | 0% | 4%

Only Sm TGR inh and Giardia FBPA inh, for five of the compounds above:
Structure	Sm TGR inh	Giardia FBPA inh
CC(C)(C)OC(=O)N1CCC(C(=O)N[C@@H](Cc2c[nH]c3ccccc23)C(=O)O)CC1	1%	-5%
CC1(C)Cc2c(c(N3CCOCC3)nc3sc(-c4ccc(C(=O)O)o4)c(N)c23)CO1	?	?
C=CCOc1c(Cl)cc(CNc2ccc(C)c(Cl)c2)cc1OC	15%	-4%
Cc1cc(NC(=O)CCN2CC(C)OC(C)C2)ccc1Br (stereo not given)	-5%	?
COc1cc2c3nc4n(c(=O)c3n(CC(=O)NCC3CCCO3)c2cc1OC)CCS4 (stereo not given)	141%[activator]	10%
